Vif-APOBEC3G blk: Vif-A3G binding inhibition; Potency, µM (titrated, usually from 46.1 µM), for inactives: at the highest dose activity, negative = active, actives largely listed as inhibitors; hit rate 0.076% among 410,000; Q9HC16; HeLa A3G-eYFP + Vif (tagged APOBEC3G with the HIV-1 protein that degrades it), YFP fluorescence, overnight;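 note: potency is the fitted concentration of half-maximal effect; % is set by controls: 0 for no effect and ±100 for the full control effect; nearly all actives have a fitted effect of over 60% in size; hits raise eYFP signal because A3G escapes Vif-driven loss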
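HeLa cells stably expressing Vif and C-terminally eYFP-tagged A3G, seeded overnight at 37 deg C, then exposed to compound by pintool overnight at 37 deg C. Rise in yellow fluorescence (Ex 488/Em 500-530, Acumen) marks blocked Vif-driven A3G degradation.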
GRP78 ERSR act: inducers of ER stress response in human glioma cells. U87-MG GRP78 promoter luciferase reporter, 16 h. Potency, µM, inactives show at the top dose activation, usual class: activators. hit rate 0.02% among 420,000. AID 602332; note: potency is the fitted concentration of half-maximal effect; series mostly up to about 76 µM; % of control where 0% means no effect; nearly all actives have a fitted effect of over 35% in size
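ERSR induction read as luciferase luminescence (Bright-Glo, 10 min at room temperature) in stably transfected human U87-MG glioma cells exposed to compounds for 16 h, using GRP78 as sensor.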
Vif-APOBEC3F blk: blocks the Vif interaction with APOBEC3F; HeLa A3F-eYFP + Vif (tagged APOBEC3F with the HIV-1 protein that degrades it), YFP fluorescence increase; Potency, µM (series often up to 46.1 µM), for the others: at the highest dose activity, negative = active; hit rate 0.2% among 390,000; AID 602313; note: potency is the fitted concentration of half-maximal effect; % of control where 0% means no effect; nearly all actives have a fitted effect of over 65% in size
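Fluorescence increase (Ex 488/Em 500-530) after overnight compound treatment at 37 deg C flags inhibition of Vif-driven A3F-eYFP loss in stable HeLa A3F-eYFP/Vif cells seeded overnight beforehand.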
IDH1 R132H inh: blocks human mutant IDH1 R132H enzyme | Potency, µM (doses to about 76.6 µM), for inactives: at the top dose activity change, negative = inhibition, most hits filed as inhibitors | O75874 | IDH1-R132H enzyme, NADPH consumption, diaphorase/resazurin fluorescence | hit rate 0.093% among 390,000; note: potency is the fitted concentration of half-maximal effect; % is set by controls: 0 for no effect and ±100 for the full control effect; nearly all actives have a fitted effect of over 65% in size
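IDH1-R132H (0.5 ug/mL dispensed) in pH 7.5 Tris buffer was preincubated 30 min with compound, then given a substrate mix of 0.016 mM NADPH and 2 mM alpha-KG for 80 min at room temperature; remaining NADPH was read by diaphorase/resazurin fluorescence.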
PI4K2A block: PI4K2A (human) kinase inhibition. AID 1346378. hit rate 0.13% among 420,000. purified PI4K2A, ADP-Glo luminescence, 1 h; stronger effect = lower value. activity change, negative = inhibition, % at 76.9 µM. Q9BTU6; in the data active = activity change below about -50%; inconclusive = mostly about -30% to -49%;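 note: -100% = wells without enzyme as full effect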
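In this quantitative HTS, ADP production by PI4K2A was quantified luminescently after 1 h at ambient temperature; 100 microM adenosine served as plate-quality control.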
TrxR1 substrate: is turned over as a substrate by rat TrxR1; purified TrxR1 substrate turnover, NADPH consumption readout; Potency, µM (highest dose often 114 µM), without a hit: at the highest dose activity change, negative = substrate turnover; hit rate 0.01% among 390,000; AID 588456; note: potency is the fitted concentration of half-maximal effect; % is set by controls: 0 for no effect and ±100 for the full control effect; nearly all actives have a fitted effect of over 50% in size
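Rat TrxR1, dispensed at 90 nM, was prereduced with 400 uM NADPH (final) for 5 min at ~22 deg C, then incubated with compound 15 min before 400 uM selenite. A first-read NADPH fluorescence drop versus no-compound background flagged substrates.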
LDHA block: LDHA (human) enzyme inhibition | hit rate 0.15% among 480,000 | activity change, % (values are at about 110 or 230 µM) | purified LDHA, NADH/diaphorase-resazurin fluorescence; stronger effect = lower value | P00338; in the data active = activity change below about -30%; inconclusive = mostly about -25% to -30%;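 note: plate controls were DMSO wells for no effect and wells without enzyme for full effect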
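Remaining NADH was detected by diaphorase (0.133 mg/mL) converting 37 µM resazurin to fluorescent resorufin, read at 0 and 20 minutes. The preceding 5-minute room-temperature reaction used 2 nM LDHA, 0.2 mM sodium pyruvate and 0.06 mM NADH at pH 7.4.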
USP1-UAF1 inh: inhibitors of human USP1/UAF1 deubiquitinase | recombinant USP1/UAF1, Ub-Rhodamine cleavage fluorescence | Potency, µM (top dose mostly 57.1 µM), inactives show top-dose activity change, negative = inhibition, most hits filed as inhibitors | hit rate 0.23% among 390,000; note: potency is the fitted concentration of half-maximal effect; % is set by controls: 0 for no effect and ±100 for the full control effect; nearly all actives have a fitted effect of over 60% in size; inactives centre near -12
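Step one: compound is pinned into 1nM USP1/UAF1 in HEPES pH 7.8 buffer with TCEP. Step two: 15 min room-temperature incubation. Step three: Ub-Rho (150nM final) starts cleavage, tracked by fluorescence over six one-minute reads.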
RXFP1 agonist: agonists of human relaxin receptor RXFP1; Potency, µM (top dose mostly 57.5 µM), inactives show at the top dose activation, actives largely listed as activators; HEK293T-RXFP1 cAMP TR-FRET, 30 min; response scale: percent of porcine relaxin response, buffer zero; AID 2676; hit rate 0.3% among 370,000; note: potency is the fitted concentration of half-maximal effect; % is set by controls: 0 for no effect and ±100 for the full control effect; nearly all actives have a fitted effect of over 60% in size; many of its hits are not listed in these tables
Target sequence (Q9HBX9 whole entry, looked up): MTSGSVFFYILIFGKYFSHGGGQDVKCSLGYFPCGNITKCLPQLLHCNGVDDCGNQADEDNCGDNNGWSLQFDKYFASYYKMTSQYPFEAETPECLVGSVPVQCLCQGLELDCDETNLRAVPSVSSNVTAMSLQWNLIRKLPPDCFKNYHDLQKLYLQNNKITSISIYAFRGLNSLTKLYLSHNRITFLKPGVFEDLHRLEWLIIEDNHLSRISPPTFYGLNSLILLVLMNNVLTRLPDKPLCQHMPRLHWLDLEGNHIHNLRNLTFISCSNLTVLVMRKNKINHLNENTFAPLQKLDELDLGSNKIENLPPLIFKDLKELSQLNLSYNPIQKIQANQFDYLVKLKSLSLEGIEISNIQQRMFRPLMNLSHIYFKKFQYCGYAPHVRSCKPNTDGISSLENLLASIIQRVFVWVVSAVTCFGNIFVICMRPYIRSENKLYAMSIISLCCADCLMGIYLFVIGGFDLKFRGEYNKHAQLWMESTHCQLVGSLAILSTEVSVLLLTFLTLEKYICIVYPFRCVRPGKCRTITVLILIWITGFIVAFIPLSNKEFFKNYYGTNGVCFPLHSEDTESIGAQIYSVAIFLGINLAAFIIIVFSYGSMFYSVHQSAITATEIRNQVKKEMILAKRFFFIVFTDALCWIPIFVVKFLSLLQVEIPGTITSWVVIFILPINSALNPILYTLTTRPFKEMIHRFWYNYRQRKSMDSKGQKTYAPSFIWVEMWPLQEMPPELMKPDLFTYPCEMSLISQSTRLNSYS
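HEK293T cells stably expressing RXFP1 were pretreated with the PDE4 inhibitor Ro 20174, exposed to compounds for 30 min at 37C, lysed, and cAMP was read by TR-FRET. Data normalized to buffer (basal) and 29 nM porcine relaxin (100%).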
* = called active by the depositor; ? = inconclusive; . = not tested or not shown; [ ] = remark or other dose. Unless noted, calls come from the whole dose curve; as a rule, active = well fitted curve in the direction sought with a large enough effect; inconclusive = small, poorly fitted or top-dose-only effect, or another doubt; inactive = no such curve, though single readings can be large; an effect the other way counts as inactive or inconclusive. These rows are one share of the data. The share of hits here may be higher or lower than overall.

Below each compound: LDHA block | Vif-APOBEC3G blk | USP1-UAF1 inh | RXFP1 agonist | IDH1 R132H inh | GRP78 ERSR act | PI4K2A block | TrxR1 substrate | Vif-APOBEC3F blk
#1 CCC(C)Sc1nc2c(cnn2-c2ccccc2)c(=O)[nH]1 (configuration not stated)
→ -4 | 1% | -29% | 0.6% | 15% | -4% | 3 | 1% | 4%
#2 OCC1(CCc2ccccc2)CCCN(CCCc2ccccc2)C1 (configuration not stated)
→ -1 | -2% | -12% | 0.0% | 9% | 0% | 0 | -2% | -8%
#3 O=C(Cc1n[nH]c(=O)c2ccccc12)Nc1cc(C(F)(F)F)ccc1-n1cncn1
→ -9 | -2% | -6% | 1.2% | 0% | -4% | -5 | -4% | -9%
#4 CC(C)c1ccc(Nc2cc(C(=O)NCCCN(C)Cc3ccccc3)c3ccccc3n2)cc1
→ 1 | 0% | -5% | ? | -8% | -4% | -4 | 14%[57.1 µM] | -4%
#5 Fc1cccc(NC(=S)NCc2ccc(Cl)cc2)c1
→ -5 | -13% | -3% | 3.2% | -1% | 0% | 7 | -14% | -11%
#6 O=C(NCCc1ccc(O)c(O)c1)C1COc2ccccc2O1 (configuration not stated)
→ 5 | ? | -11% | 1.0% | -4% | ? | -3 | 4% | ?
#7 CC(C)Oc1ccc(CNC(=O)c2ccc(CS(=O)Cc3ccccc3Cl)o2)cc1 (configuration not stated)
→ 4 | 7% | -10% | 1.2% | -6% | -1% | -1 | -4% | 10%
#8 Cc1noc(C(=O)N2CCN(c3ccccc3)CC2)c1Cl
→ -3 | -2% | -6% | 1.7% | 3% | 2% | -4 | 4%[57.1 µM] | 4%
#9 N/C(=N\OC(=O)Cc1cccs1)c1ccc(Br)cc1
→ -11 | -11% | -10% | 1.2% | -8% | 0% | -4 | -7% | -9%
#10 CC(C)(C)c1nnc2sc(SC/C(O)=C(\C#N)c3nc4ccccc4[nH]3)nn2c1=O
→ 4 | -7% | -8% | -3.4% | -21% | -1% | -12 | 9%[57.1 µM] | -8%
#11 O=C(O)Cn1c(COc2ccc(Cl)cc2)nc2ccccc21
→ -1 | -1% | -13% | -0.4% | -11% | -6% | -4 | 6% | 2%
#12 Cc1ccc(Cn2cccc2C2=NC(C)(C)CO2)cc1
→ 0 | -6% | -20% | -0.4% | -4% | -1% | -6 | -10% | -4%
#13 CC1(C)CC(=O)c2sc(NS(=O)(=O)c3ccc(Cl)cc3)nc2C1
→ -7 | 1% | -7% | 16% | -5% | 0% | -7 | -11%[57.1 µM] | 0%
#14 Cc1cccc(C)c1OCC(O)Cn1c2ccccc2c2ccccc21 (configuration not stated)
→ -1 | -23% | -15% | 1.5% | 6% | -4% | -10 | -8% | ?
#15 C/C(=N/NC(=O)C1COc2ccccc2O1)c1ccc(Br)s1 (configuration not stated)
→ -3 | 1% | -2% | 0.0% | 3% | -2% | -1 | -7% | 7%

Random excerpt: five records from the list
Below each compound: LDHA block | Vif-APOBEC3G blk | USP1-UAF1 inh | RXFP1 agonist | IDH1 R132H inh | GRP78 ERSR act | PI4K2A block | TrxR1 substrate | Vif-APOBEC3F blk
#1 CCC(C)Sc1nc2c(cnn2-c2ccccc2)c(=O)[nH]1 (configuration not stated)
→ -4 | 1% | -29% | 0.6% | 15% | -4% | 3 | 1% | 4%
#11 O=C(O)Cn1c(COc2ccc(Cl)cc2)nc2ccccc21
→ -1 | -1% | -13% | -0.4% | -11% | -6% | -4 | 6% | 2%
#8 Cc1noc(C(=O)N2CCN(c3ccccc3)CC2)c1Cl
→ -3 | -2% | -6% | 1.7% | 3% | 2% | -4 | 4%[57.1 µM] | 4%
#13 CC1(C)CC(=O)c2sc(NS(=O)(=O)c3ccc(Cl)cc3)nc2C1
→ -7 | 1% | -7% | 16% | -5% | 0% | -7 | -11%[57.1 µM] | 0%
#2 OCC1(CCc2ccccc2)CCCN(CCCc2ccccc2)C1 (configuration not stated)
→ -1 | -2% | -12% | 0.0% | 9% | 0% | 0 | -2% | -8%

Other results follow.
Below each compound: LDHA block | Vif-APOBEC3G blk | USP1-UAF1 inh | RXFP1 agonist | IDH1 R132H inh | GRP78 ERSR act | PI4K2A block | TrxR1 substrate | Vif-APOBEC3F blk
#16 CC(SCc1ccc(C(=O)O)o1)c1ccc(C(=O)O)o1 (configuration not stated)
→ -7 | 0% | -6% | -0.7% | 23% | -4% | -1 | 1% | 4%
#17 COc1ccc(C2=C(Nc3ccc(C)cc3C)c3ccccc3C2=O)cc1
→ 2 | -9% | -15% | 2.8% | ? | 1% | -3 | -2% | -3%
#18 Cc1ccccc1N(C(=O)c1snc(C(N)=O)c1N)C(C)C(=O)NC1CCCCC1 (configuration not stated)
→ -1 | -4% | -25% | 3.5% | 4% | -8% | -1 | 78%[activator] | 1%
#19 CCn1c(C)nc2cc(-c3nc4n(n3)Cc3ccccc3-4)ccc21
→ 2 | -10% | ? | 1.9% | 7% | -15% | -69* | 37%[activator] | 3%
#20 COc1ccccc1NC(=O)c1ccc(CSc2ccccc2)o1
→ 1 | 0% | -8% | -1.7% | 5% | 3% | -3 | -2% | -18%
#21 C=CC[n+]1c(-c2ccc(OC)c(OC)c2)csc1NNC(=O)Nc1ccccc1
→ -3 | 1% | -16% | 3.4% | 3% | -5% | 1 | 8% | 1%
#22 O=C(NCCOc1ccccc1)C1CCC(=O)N(CCc2ccccn2)C1 (configuration not stated)
→ -10 | 5% | -20% | -0.8% | 2% | 8% | -5 | 3% | -13%
#23 COc1ccc(NC(=O)C2CC(=O)NC3=C2C(=O)CC(C)(C)C3)cc1 (configuration not stated)
→ 0 | 0% | -21% | -0.8% | 0% | -3% | 8 | -1% | 0%
#24 Cc1ccc(-n2c(C)cc(/C=N/NC(N)=S)c2C)cc1
→ -2 | -7% | -11% | 7.0% | -8% | 1% | 5 | -2% | 6%
#25 Cc1cc(C)n2[nH]c(=O)c(N=Nc3ccc(S(N)(=O)=O)cc3)c2n1
→ 1 | 1% | -10% | -0.9% | 6% | -1% | -7 | -11%[57.1 µM] | 7%
#26 CC(=O)Nc1cccc(NC(=O)CS(=O)(=O)c2cn(CC(=O)N3CCOCC3)c3ccccc23)c1
→ 0 | 2% | -12% | 3.4% | 0% | 2% | -2 | 7% | 7%
#27 COc1ccc(Br)cc1/C=N/NC(=O)c1ccc2nc[nH]c2c1
→ -18 | -1% | -11% | -0.9% | 0% | 4% | -10 | -16% | -12%
#28 OC(CNCC1COc2ccccc2O1)COCc1cccs1 (configuration not stated)
→ -19 | 0% | 4% | -0.2% | 7% | -2% | 18 | -1% | -4%
#29 CCCn1c(NCCO)nc2ccccc21
→ -5 | 5% | 1% | 1.2% | -1% | -4% | 1 | 4% | -3%
#30 CN(C)Cc1c(C(=O)N/N=C/c2ccc(OCc3c(F)cccc3Cl)cc2)nnn1-c1nonc1N
→ -8 | 2% | -15% | 0.0% | -2% | 0% | -7 | 4% | -2%
#31 CC(C)C[C@H]1COCCS(=O)(=O)N1Cc1ccccc1F
→ -2 | 0% | -29% | . | 13% | -4% | -4 | -4%[57.1 µM] | -4%
#32 CCOc1ccc(Br)cc1S(=O)(=O)Nc1ccc(NC(=O)c2ccccc2F)cc1
→ -6 | 1% | -12% | -0.1% | 4% | -4% | -3 | -15% | -13%
#33 CC12CCC(=O)CC1CCC1C2CCC2(C)C1CCC2(O)C(=O)CO (configuration not stated)
→ -5 | -5% | 2% | . | 0% | -2% | 1 | 10%[57.1 µM] | ?
#34 CC(C)(Cc1ccc(O)cc1)NC(=O)CC(=O)N/N=C/c1ccc(Cl)cc1
→ 0 | -29% | -16% | -0.8% | -2% | -4% | 2 | 3% | -7%
#35 COc1cccc(OCC(=O)Nc2c3c(nn2-c2ccc(F)cc2)CS(=O)(=O)C3)c1
→ 13 | -4% | -12% | 2.7% | 4% | -4% | 1 | 1% | ?
#36 COc1ccc(NC(C)=O)cc1NC(=O)C1CCN(C(=O)Nc2ccccc2)CC1
→ -5 | 1% | -2% | -0.2% | 0% | -3% | -5 | -1% | -13%
#37 COc1ccc(OC)c(NC(=O)Cn2nc3c(cc2=O)CCCC3)c1
→ 1 | 4% | 3% | 0.4% | 3% | -3% | -7 | -3% | -5%
#38 Cc1cccc(OCCn2c(CCNC(=O)C3CCCCC3)nc3ccccc32)c1
→ -14 | -1% | . | . | . | -3% | . | 12%[0.0914 µM] | .
#39 O=c1oc2ccccc2c2c1ccc1ccccc12
→ -4 | 3% | ? | . | 15% | -2% | 2 | 43%[activator] | -2%
#40 Cc1ccc(N(CC(=O)NCc2ccccc2)C(=O)CCC(=O)Nc2ccccn2)c(C)c1
→ -2 | 1% | -2% | 0.8% | 8% | -2% | 1 | -2% | -12%
#41 O=C(Cc1cccc2ccccc12)NCC1CCCO1 (configuration not stated)
→ -5 | -2% | -16% | -0.1% | 0% | -1% | -7 | 3% | .
#42 COc1ccnc2c1c(=O)n(Cc1ccc(Cl)cc1Cl)c(=O)n2C
→ 0 | -5% | -24% | 2.0% | 4% | -2% | -2 | -2% | -4%
